Source: PubChem BioAssay
NSD2 inh: NSD2 (human) methyltransferase inhibition. O96028. NSD2-SET H3K36me1 DELFIA fluorescence, biochemical. inhibition, % at 12.5 µM. hit rate 0.07% among 44,000; in the data active means inhibition above about 54%, passing the limit was not always enough;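 further: inhibitors reduce the monomethyl H3K36 fluorescence signal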
Target sequence (O96028 whole entry, looked up): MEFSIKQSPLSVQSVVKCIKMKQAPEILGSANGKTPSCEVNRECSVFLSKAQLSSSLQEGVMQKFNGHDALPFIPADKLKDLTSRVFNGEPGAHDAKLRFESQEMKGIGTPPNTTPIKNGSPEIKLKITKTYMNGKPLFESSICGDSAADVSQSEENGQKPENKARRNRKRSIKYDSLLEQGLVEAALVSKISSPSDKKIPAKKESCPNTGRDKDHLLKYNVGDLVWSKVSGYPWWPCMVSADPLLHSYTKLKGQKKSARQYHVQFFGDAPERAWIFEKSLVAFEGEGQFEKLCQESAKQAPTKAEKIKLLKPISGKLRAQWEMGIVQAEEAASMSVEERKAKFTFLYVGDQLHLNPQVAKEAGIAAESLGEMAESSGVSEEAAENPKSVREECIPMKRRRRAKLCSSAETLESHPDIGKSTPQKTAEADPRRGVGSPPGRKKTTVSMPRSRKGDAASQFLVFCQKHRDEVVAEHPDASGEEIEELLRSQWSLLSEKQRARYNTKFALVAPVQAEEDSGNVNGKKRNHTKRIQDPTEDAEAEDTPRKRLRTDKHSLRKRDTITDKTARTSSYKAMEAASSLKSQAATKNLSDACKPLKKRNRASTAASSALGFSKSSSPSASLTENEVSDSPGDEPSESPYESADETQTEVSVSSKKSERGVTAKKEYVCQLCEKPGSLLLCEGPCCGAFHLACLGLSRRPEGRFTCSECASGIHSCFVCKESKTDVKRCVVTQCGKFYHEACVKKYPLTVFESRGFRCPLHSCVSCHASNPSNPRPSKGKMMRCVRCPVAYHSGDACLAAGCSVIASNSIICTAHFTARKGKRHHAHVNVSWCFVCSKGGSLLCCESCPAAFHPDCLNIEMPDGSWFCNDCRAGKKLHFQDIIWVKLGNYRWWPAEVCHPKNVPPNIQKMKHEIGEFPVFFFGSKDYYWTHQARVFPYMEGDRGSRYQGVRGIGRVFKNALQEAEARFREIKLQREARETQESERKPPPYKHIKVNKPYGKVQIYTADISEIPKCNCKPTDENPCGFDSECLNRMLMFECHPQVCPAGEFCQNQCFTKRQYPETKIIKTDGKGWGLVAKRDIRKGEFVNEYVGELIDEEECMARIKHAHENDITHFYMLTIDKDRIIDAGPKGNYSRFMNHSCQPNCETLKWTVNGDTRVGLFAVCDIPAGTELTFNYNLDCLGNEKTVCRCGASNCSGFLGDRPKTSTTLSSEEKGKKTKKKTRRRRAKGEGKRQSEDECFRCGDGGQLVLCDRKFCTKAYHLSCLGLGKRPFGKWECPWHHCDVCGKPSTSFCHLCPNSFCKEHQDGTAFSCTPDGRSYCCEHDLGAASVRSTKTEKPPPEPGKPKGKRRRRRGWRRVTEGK
Active calls of the source: *. Some of the compounds tested; the hit share may differ from the screen's.

SMILES	NSD2 inh
COc1ccc(NC(=O)Nc2ccc3c(c2)C(=O)N([C@H](C)CO)C[C@@H](C)[C@@H](CN(C)S(=O)(=O)c2ccccc2)O3)cc1	-4
COC(=O)Nc1nnc(CC(=O)Nc2ccccc2C)s1	2
CC(C)NC(=O)N(C)C[C@H]1Oc2ncc(C#CCC3CCCC3)cc2C(=O)N([C@@H](C)CO)C[C@@H]1C	-15
C[C@H](CO)N1C[C@H](C)[C@H](CN(C)C(=O)NC2CCCCC2)Oc2ccc(NS(=O)(=O)c3cn(C)cn3)cc2C1=O	-2
C[C@@H]1CCCCO[C@@H](CN(C)CC2CCCCC2)[C@@H](C)CN([C@H](C)CO)C(=O)c2cc(NC(=O)CCCCCC(=O)Nc3ccccc3N)ccc2O1	-1
C[C@H](CO)N1C[C@H](C)[C@H](CN(C)C(=O)C2CC2)Oc2ncc(C#CCc3ccccc3)cc2C1=O	-1
Cc1noc(C)c1NC(=O)N(C)C[C@@H]1Oc2ccc(NC(=O)CCN3CCOCC3)cc2CC(=O)N([C@H](C)CO)C[C@H]1C	0
O=C(N/N=C/c1ccccn1)c1ccccn1	1
C[C@H]1CN([C@@H](C)CO)C(=O)Cc2cc(NC(=O)c3ccncc3)ccc2O[C@@H]1CN(C)Cc1ccc2c(c1)OCO2	0
C[C@@H]1CCCCO[C@@H](CN(C)C(=O)Cc2ccccc2)[C@@H](C)CN([C@@H](C)CO)C(=O)c2cc(N(C)C)ccc2O1	-1
C[C@@H]1CN([C@@H](C)CO)S(=O)(=O)c2ccc(C#Cc3ccccc3F)cc2O[C@H]1CN(C)C(=O)Cc1cccnc1	2
C[C@@H]1CN([C@@H](C)CO)C(=O)c2cc(NC(=O)NC3CCCCC3)ccc2O[C@@H](C)CCCCO[C@@H]1CN(C)C(=O)c1ccncc1	1
C[C@@H]1CCCCO[C@H](CN(C)C(=O)Cc2ccccc2)[C@H](C)CN([C@@H](C)CO)C(=O)c2cc(NC(=O)NC3CCCCC3)ccc2O1	-4
C[C@@H]1CN([C@H](C)CO)C(=O)c2cc(-c3cncnc3)cnc2O[C@H]1CN(C)Cc1ccc(F)cc1	6
Cc1ccccc1-c1cnc2c(c1)C(=O)N([C@@H](C)CO)C[C@H](C)[C@@H](CN(C)Cc1ccncc1)O2	-4
C[C@H](NC(=O)C[C@H]1C[C@H]2c3cc(NC(=O)C4CCC4)ccc3O[C@H]2[C@@H](CO)O1)c1ccccc1	-9
C[C@@H]1CCCCO[C@H](CN(C)C(=O)CCC(F)(F)F)[C@@H](C)CN([C@H](C)CO)C(=O)c2cc(NS(=O)(=O)c3cccs3)ccc2O1	15
COCC#Cc1cnc2c(c1)C(=O)N([C@H](C)CO)C[C@H](C)[C@@H](CN(C)C(=O)CCN1CCCCC1)O2	0
C[C@@H]1CN([C@@H](C)CO)C(=O)c2cccc(NC(=O)c3nc4ccccc4s3)c2O[C@@H]1CN(C)S(=O)(=O)c1ccc(Cl)cc1	-6
C=CCOC(=O)[C@]12O[C@@]3(COC[C@H](c4ccccc4)N3C1=O)[C@H]1C(=O)N(c3ccccc3)C(=O)[C@H]12	2
COc1ccc(CN(C)C[C@H]2Oc3ccc(NC(=O)NC(C)C)cc3C(=O)N([C@@H](C)CO)C[C@H]2C)cc1	4
CC(C)NC(=O)Nc1ccc2c(c1)C(=O)N([C@H](C)CO)C[C@@H](C)[C@H](CN(C)S(=O)(=O)c1ccc(F)cc1)O2	-1
COc1ccc(NC(=O)N(C)C[C@@H]2Oc3ccc(NS(=O)(=O)c4ccc(F)cc4)cc3CC(=O)N([C@@H](C)CO)C[C@H]2C)cc1	-2
C[C@H](CO)N1C[C@H](C)[C@H](CN(C)S(=O)(=O)c2cccs2)Oc2ccc(NC(=O)CCC(F)(F)F)cc2C1=O	3
COc1ccccc1C#Cc1ccc2c(c1)O[C@H](CN(C)C)[C@H](C)CN([C@@H](C)CO)S2(=O)=O	1
Following part:
SMILES	NSD2 inh
C[C@@H]1CN([C@@H](C)CO)C(=O)Cc2cc(N(C)C)ccc2O[C@H]1CN(C)S(C)(=O)=O	-11
O=C1NC(=O)C(c2c[nH]c3ccccc23)=C1c1c[nH]c2ccccc12	5
Cc1noc(C)c1S(=O)(=O)Nc1cccc2c1O[C@H](CN(C)Cc1ccc3c(c1)OCO3)[C@H](C)CN([C@@H](C)CO)C2=O	4
Cc1noc(C)c1S(=O)(=O)Nc1ccc2c(c1)CC(=O)N([C@@H](C)CO)C[C@H](C)[C@H](CN(C)S(C)(=O)=O)O2	9
C[C@@H]1CN([C@@H](C)CO)C(=O)c2cccc(NC(=O)c3ccc(-c4nccs4)cc3)c2O[C@H]1CN(C)C(=O)NC1CCCCC1	-1
C[C@H]1CN([C@@H](C)CO)C(=O)c2cc(-c3cncnc3)cnc2O[C@H]1CN(C)C(=O)Cc1ccccc1	1
C[C@@H]1CCCCO[C@H](CN(C)S(=O)(=O)c2cccs2)[C@H](C)CN([C@H](C)CO)C(=O)c2cc(NC(=O)Nc3ccccc3)ccc2O1	-3
C[C@H](CO)N1C[C@H](C)[C@@H](CN(C)C(=O)NC2CCCCC2)Oc2ccc(NS(=O)(=O)c3cn(C)cn3)cc2CC1=O	8
C[C@H]1CN([C@@H](C)CO)C(=O)c2cc(NS(C)(=O)=O)ccc2O[C@H]1CN(C)S(=O)(=O)c1cn(C)cn1	-1
Cc1ccc(S(=O)(=O)Nc2ccc3c(c2)C(=O)N([C@H](C)CO)C[C@H](C)[C@H](CN(C)Cc2ccc4c(c2)OCO4)OCCCC[C@H](C)O3)cc1	-2
COc1ccc(S(=O)(=O)Nc2ccc3c(c2)C(=O)N([C@H](C)CO)C[C@@H](C)[C@@H](CN(C)Cc2ccc(C(=O)O)cc2)O3)cc1	5
C=C(C)C(=O)O[C@H]1CC(=C)C2C[C@H](O)[C@](O)(CO)C2[C@H]2OC(=O)C(=C)[C@H]12 (some centres not stated)	0
COCC#Cc1ccc2c(c1)O[C@H](CN(C)Cc1cccnc1)[C@H](C)CN([C@H](C)CO)S2(=O)=O	4
O=C(C[C@@H]1C[C@H]2c3cc(NC(=O)Nc4ccc(C(F)(F)F)cc4)ccc3O[C@H]2[C@H](CO)O1)NCc1cccnc1	-11
CNC[C@H]1Oc2c(NC(=O)Nc3c(C)noc3C)cccc2C(=O)N([C@@H](C)CO)C[C@@H]1C	0
Cc1ccc(S(=O)(=O)N(C)C[C@H]2OCCCC[C@H](C)Oc3ccc(NC(=O)Nc4ccccc4)cc3C(=O)N([C@@H](C)CO)C[C@@H]2C)cc1	0
CCCNC(=O)N(C)C[C@H]1Oc2ncc(C3=CCCC3)cc2C(=O)N([C@H](C)CO)C[C@H]1C	5
CNC[C@H]1Oc2ccc(NS(=O)(=O)c3cn(C)cn3)cc2CC(=O)N([C@@H](C)CO)C[C@@H]1C	-1
O=C(C[C@H]1C[C@H]2c3cc(NC(=O)C4CCOCC4)ccc3O[C@H]2[C@H](CO)O1)NCc1ccc2c(c1)OCO2	-5
C[C@@H]1CN([C@@H](C)CO)C(=O)Cc2cc(NS(=O)(=O)c3ccccc3)ccc2O[C@H]1CN(C)S(=O)(=O)c1ccc(Cl)cc1	-6
Cc1noc(C)c1S(=O)(=O)N(C)C[C@@H]1Oc2ccc(NC(=O)Nc3ccccc3)cc2CC(=O)N([C@@H](C)CO)C[C@H]1C	4
C/C=C/c1cnc2c(c1)C(=O)N([C@H](C)CO)C[C@H](C)[C@H](CN(C)S(=O)(=O)c1cn(C)cn1)O2	0
Cc1ccc(-c2cnc3c(c2)C(=O)N([C@@H](C)CO)C[C@H](C)[C@H](CN(C)C(=O)Cc2ccncc2)O3)cc1	-9
C[C@H]1CN([C@@H](C)CO)C(=O)Cc2cc(NS(=O)(=O)c3ccc(F)cc3)ccc2O[C@H]1CN(C)S(=O)(=O)c1cn(C)cn1	2
COc1ccccc1CN1C(=O)c2ccccc2[C@@]2(Cc3ccccc3N(C(C)C)C2=O)[C@@H]1c1ccc(CO)cc1	27
(continued)
SMILES	NSD2 inh
O=C(C[C@H]1C[C@H]2c3cc(NS(=O)(=O)c4ccccc4)ccc3O[C@H]2[C@H](CO)O1)N1CCOCC1	-2
COc1ccc(S(=O)(=O)Nc2ccc3c(c2)C(=O)N([C@@H](C)CO)C[C@H](C)[C@H](CN(C)C(=O)CCCN(C)C)OCCCC[C@H](C)O3)cc1	7
C[C@@H]1CN([C@H](C)CO)C(=O)CCCn2cc(nn2)CO[C@@H]1CN(C)Cc1ccc(-c2ccccc2)cc1	5
C[C@H]1CN([C@@H](C)CO)C(=O)c2cccc(NS(=O)(=O)c3ccccc3)c2O[C@@H]1CN(C)Cc1ccncc1	3
C[C@H](CO)N1C[C@H](C)[C@H](CN(C)Cc2ccc(C(F)(F)F)cc2)Oc2ccc(NC(=O)Nc3ccc(C(F)(F)F)cc3)cc2CC1=O	-5
CC(=O)N(C)C[C@H]1Oc2ncc(C#Cc3ccc(F)cc3)cc2C(=O)N([C@H](C)CO)C[C@@H]1C	4
Cc1ccc(-c2cnc3c(c2)C(=O)N([C@H](C)CO)C[C@@H](C)[C@@H](CN(C)C(=O)c2ccncc2)O3)cc1	-6
COCC#Cc1ccc2c(c1)O[C@@H](CN(C)C(=O)CC1CC1)[C@@H](C)CN([C@H](C)CO)S2(=O)=O	1
COc1ccccc1C#Cc1cnc2c(c1)C(=O)N([C@@H](C)CO)C[C@@H](C)[C@@H](CN(C)C(=O)CC1CC1)O2	-2
COc1ccc(NC(=O)N(C)C[C@@H]2Oc3cc(C#CCC(C)C)ccc3S(=O)(=O)N([C@H](C)CO)C[C@@H]2C)cc1	-6
C[C@@H]1CN([C@H](C)CO)C(=O)c2cccc(NC(=O)c3nc4ccccc4s3)c2O[C@H]1CN(C)Cc1ccncc1	10
C[C@H](CO)N1C[C@H](C)[C@H](CN(C)C(=O)Nc2ccccc2)Oc2ccc(NC(=O)Nc3ccccc3)cc2CC1=O	3
C#CCNC(=O)C1=C[C@H](c2ccc(C(F)(F)F)cc2)[C@@H](CCCO)[C@H](OCC)O1	-7
COc1ccc(S(=O)(=O)Nc2ccc3c(c2)CC(=O)N([C@H](C)CO)C[C@@H](C)[C@H](CN(C)Cc2ccccc2)O3)cc1	1
CC(=O)N(C)C[C@H]1Oc2cc(C#Cc3cccc(F)c3)ccc2S(=O)(=O)N([C@@H](C)CO)C[C@@H]1C	10
COc1ccc(S(=O)(=O)Nc2ccc3c(c2)CC(=O)N([C@H](C)CO)C[C@@H](C)[C@H](CN(C)Cc2ccc(C(=O)Nc4ccccc4N)cc2)O3)cc1	5
C[C@H](CO)N1C[C@H](C)[C@H](CN(C)S(=O)(=O)c2ccc(F)cc2)Oc2ncc(C#Cc3cccc(F)c3)cc2C1=O	-3
C[C@@H]1CN([C@H](C)CO)S(=O)(=O)c2ccc(C#CC3CC3)cc2O[C@H]1CN(C)CC1CCOCC1	12
Cn1ccc2cc(NC(=O)Nc3cccnc3)ccc21	8
CC(C)NC(=O)N(C)C[C@@H]1Oc2c(NC(=O)Nc3ccccc3)cccc2C(=O)N([C@H](C)CO)C[C@@H]1C	-1
C[C@H](CO)N1C[C@H](C)[C@@H](CN(C)Cc2ccc(Cl)c(Cl)c2)OCCCC[C@H](C)Oc2ccc(NC(=O)NC3CCCCC3)cc2C1=O	-5
C[C@H](CO)N1C[C@H](C)[C@H](CN(C)C(=O)Nc2ccccc2)Oc2ccc(NS(=O)(=O)c3cn(C)cn3)cc2CC1=O	-4
O=C(O)C[C@H]1C[C@H]2c3cc(NC(=O)c4ccc5c(c4)OCO5)ccc3O[C@H]2[C@H](CO)O1	1
C[C@@H]1CN([C@@H](C)CO)C(=O)CCCn2cc(nn2)CO[C@@H]1CN(C)C(=O)Nc1cccc(Oc2ccccn2)c1	-2
CC(=O)N(C)C[C@@H]1Oc2cc(C3=CCCC3)ccc2S(=O)(=O)N([C@H](C)CO)C[C@H]1C	7
O=C(NO)c1ccc(C(=O)N/N=C/c2cc(Br)cc([N+](=O)[O-])c2O)cc1	-2
CC(C)NC(=O)N(C)C[C@@H]1Oc2ccc(NC(=O)CCC(F)(F)F)cc2C(=O)N([C@@H](C)CO)C[C@@H]1C	-3
C[C@H]1CN([C@@H](C)CO)C(=O)Cc2cc(NC(=O)Nc3ccc(C(F)(F)F)cc3)ccc2O[C@@H]1CN(C)Cc1ccccc1	-15
CCC(=O)N(C)C[C@H]1Oc2cc(C#Cc3ccncc3)ccc2S(=O)(=O)N([C@@H](C)CO)C[C@@H]1C	2

Ordered by number of heavy atoms (rising): some entries from above
SMILES	NSD2 inh
COC(=O)Nc1nnc(CC(=O)Nc2ccccc2C)s1	2
C[C@@H]1CN([C@@H](C)CO)C(=O)Cc2cc(N(C)C)ccc2O[C@H]1CN(C)S(C)(=O)=O	-11
CNC[C@H]1Oc2c(NC(=O)Nc3c(C)noc3C)cccc2C(=O)N([C@@H](C)CO)C[C@@H]1C	0
C[C@@H]1CN([C@H](C)CO)S(=O)(=O)c2ccc(C#CC3CC3)cc2O[C@H]1CN(C)CC1CCOCC1	12
CC(C)NC(=O)N(C)C[C@@H]1Oc2ccc(NC(=O)CCC(F)(F)F)cc2C(=O)N([C@@H](C)CO)C[C@@H]1C	-3
Cc1ccc(-c2cnc3c(c2)C(=O)N([C@@H](C)CO)C[C@H](C)[C@H](CN(C)C(=O)Cc2ccncc2)O3)cc1	-9
O=C(C[C@H]1C[C@H]2c3cc(NC(=O)C4CCOCC4)ccc3O[C@H]2[C@H](CO)O1)NCc1ccc2c(c1)OCO2	-5
COc1ccc(NC(=O)N(C)C[C@@H]2Oc3cc(C#CCC(C)C)ccc3S(=O)(=O)N([C@H](C)CO)C[C@@H]2C)cc1	-6
C[C@H](CO)N1C[C@H](C)[C@H](CN(C)S(=O)(=O)c2ccc(F)cc2)Oc2ncc(C#Cc3cccc(F)c3)cc2C1=O	-3
C[C@H]1CN([C@@H](C)CO)C(=O)Cc2cc(NC(=O)c3ccncc3)ccc2O[C@@H]1CN(C)Cc1ccc2c(c1)OCO2	0
COc1ccc(NC(=O)Nc2ccc3c(c2)C(=O)N([C@H](C)CO)C[C@@H](C)[C@@H](CN(C)S(=O)(=O)c2ccccc2)O3)cc1	-4
C[C@@H]1CCCCO[C@H](CN(C)C(=O)CCC(F)(F)F)[C@@H](C)CN([C@H](C)CO)C(=O)c2cc(NS(=O)(=O)c3cccs3)ccc2O1	15
C[C@H](CO)N1C[C@H](C)[C@H](CN(C)Cc2ccc(C(F)(F)F)cc2)Oc2ccc(NC(=O)Nc3ccc(C(F)(F)F)cc3)cc2CC1=O	-5
